Screens: PubChem BioAssay, National Center for Advancing Translational Sciences (NCATS)
B2AR arrestin = qHTS assay of beta-arrestin-biased ligands of beta2-adrenergic receptor; beta-arrestin recruitment to beta2AR, cell-based reporter; 0.02% of 330,000 active; AID 492947, 2010; Potency, µM (highest dose often 46.1 µM), for the others: at the top dose activation, hits mostly activators; Beta-2 adrenergic receptor (Homo sapiens), P07550;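 also: potency is read from the fitted curve at half-maximal effect; 0% = DMSO controls and full agonism = EC100 isoproterenol or metaproterenol; nearly all actives have a fitted effect of over 65% in size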
Target sequence (P07550 whole entry, looked up): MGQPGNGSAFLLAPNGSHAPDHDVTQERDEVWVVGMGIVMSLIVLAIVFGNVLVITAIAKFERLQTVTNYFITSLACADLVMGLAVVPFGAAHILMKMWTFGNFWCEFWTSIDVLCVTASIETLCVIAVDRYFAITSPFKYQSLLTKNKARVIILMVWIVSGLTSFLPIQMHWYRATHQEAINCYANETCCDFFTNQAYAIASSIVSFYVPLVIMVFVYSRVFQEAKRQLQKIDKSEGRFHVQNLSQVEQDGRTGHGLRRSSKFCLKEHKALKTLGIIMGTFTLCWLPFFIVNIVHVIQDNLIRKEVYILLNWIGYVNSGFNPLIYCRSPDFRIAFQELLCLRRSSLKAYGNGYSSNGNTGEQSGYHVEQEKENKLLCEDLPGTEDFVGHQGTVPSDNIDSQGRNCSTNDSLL
TSG101-PTAP inh = qHTS Assay for Iinhibitors of HIV-1 Budding by Blocking the Interaction of PTAP/TSG101; Tumor susceptibility gene 101 protein (Homo sapiens), Q99816; 340,000 tested, under 10 active; Fluorescence polarization, FITC-PTAP peptide / Tsg101 binding; Potency, µM (top dose mostly 115 µM), inactives show top-dose activity change, negative = inhibition, actives largely listed as inhibitors; AID 493005, 2010; active = well fitted inhibition curve with a large enough effect in the main read-out, with a control signal flat, not every such curve was filed as active; inconclusive = small, poorly fitted or top-dose-only effect, or effect the other way, or a change in a side signal; inactive = no such curve, though single readings can be large or run the other way; also: potency is read from the fitted curve at half-maximal effect; % of control where 0% means no effect
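Compounds were pin-transferred onto Tsg101 binding domain (10 uM final) in HEPES pH 7.5 buffer, then FITC-PTAP peptide was added at 50 nM final. After 20 min at RT, polarization reported peptide displacement across a qHTS concentration series.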
PKM2 activator = qHTS Assay for Activators of Human Muscle isoform 2 Pyruvate Kinase; Pyruvate kinase PKM (Homo sapiens), P14618; 0.34% of 260,000 active; Potency, µM (titrated, usually from 57.5 µM), without a hit: at the highest dose activation, usual class: activators; purified PKM2, Kinase-Glo ATP luminescence, activation; response scale: 0% is enzyme alone, no compound; also: potency is read from the fitted curve at half-maximal effect; % is scaled to controls: 0 for no effect and ±100 for the full control effect; nearly all actives have a fitted effect of over 55% in size
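Purified hPK-M2 (>95% pure) converted ADP (0.1 mM final) to ATP with 0.5 mM PEP in 50 mM imidazole pH7.2, KCl, MgCl2, Tween 20, BSA; 1 h at room temperature. ATP detected by Kinase-Glo luminescence.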
Giardia killer = Small Molecules that selectively kill Giardia lamblia: qHTS; activity change, % at 7.66 µM, hits read low; 0.15% of 340,000 active; Giardia lamblia trophozoite viability; in the data active = activity change below about -80%; inconclusive = between about -30% and that limit;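 also: parasites exposed to compound for two days anaerobically before the ATP read; % is scaled to controls: 0 for no effect and ±100 for the full control effect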
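ATP-content bioluminescence gauges trophozoite survival. Cells (100/well) receive compound and incubate anaerobically for 48 hrs at 37 deg C; detection reagent follows for 15-30 min at room temperature.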
Chronic BCR inh = qHTS Assay to Find Inhibitors of Chronic Active B-Cell Receptor Signaling. ABC-DLBCL IkBa-CBG/CBR reporter, luminescence ratio, 4 h. Potency, µM (top dose mostly 46.1 µM), without a hit: top-dose ratio change, negative = lower green/red ratio, most hits filed as inhibitors. AID 493014, 2011. 0.05% of 340,000 active; active = well fitted inhibition curve with a large enough effect in the signal ratio, with a control signal flat, not every such curve was filed as active; inconclusive = small, poorly fitted or top-dose-only effect, or effect the other way, or a change in a side signal; the % refers to the signal ratio;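 also: potency is read from the fitted curve at half-maximal effect; plate controls were basal doxycycline-induced cells for no effect and cells given 10 µM MG132 for full effect; MG132 reads +100%, hits lower the ratio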
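Compounds up to 46 uM were incubated four hours with TMD8 cells whose green CBG68 luciferase is fused to IkappaBalpha; red CBR luminescence normalised the signal, and concentration-effect curves were fitted to fusion, red and ratio data.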
GALK inhibitor = qHTS Assay for Inhibitors of Human Galactokinase (GALK); P51570; Purified GALK, Kinase-Glo residual ATP luminescence; Potency, µM (series often up to 57.5 µM), for the others: top-dose activity change, negative = inhibition, most hits filed as inhibitors; 0.007% of 270,000 active; AID 1868, 2009; also: potency is read from the fitted curve at half-maximal effect; % is scaled to controls: 0 for no effect and ±100 for the full control effect
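Galactose (100 uM) and ATP (35 uM) were turned over by 5 nM GALK for 1 h at RT. Kinase-Glo Plus then converted the remaining ATP into a luminescent signal.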
Tb PFK inh = qHTS Assay to Find Inhibitors of T. brucei phosphofructokinase; Potency, µM (doses to about 57.5 µM), without a hit: top-dose activity, negative = inhibition, hits mostly inhibitors; 0.17% of 330,000 active; AID 485367, 2010; T. brucei PFK, ADP-Glo luminescence;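 also: potency is read from the fitted curve at half-maximal effect; 0% = uninhibited 1x PFK enzyme wells and -100% = no-enzyme wells; nearly all actives have a fitted effect of over 60% in size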
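Activity is normalized to no-enzyme wells (full inhibition) and 1.25 nM enzyme wells (no inhibition). Reaction: 0.5 mM F6P, 0.1 mM ATP, 45 min RT, ADP-Glo luminescence; concentration-response curves fitted and classed by quality.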
Menin MLL FP TR = qHTS Assay for Inhibitors Targeting the Menin-MLL Interaction in MLL Related Leukemias: Competition With Texas Red Labeled MLL-derived Mutant Peptide; O00255; Menin + Texas Red MLL mutant peptide, fluorescence polarization; Potency, µM (top dose mostly 61.6 µM), for inactives: top-dose FP activity change, negative = inhibition, actives largely listed as inhibitors; 0.23% of 270,000 active; AID 1768, 2009; active = well fitted inhibition curve with a large enough effect in the polarisation, with a control signal flat, not every such curve was filed as active; inconclusive = small, poorly fitted or top-dose-only effect, or effect the other way, or a change in a side signal; inactive = no such curve, though single readings can be large or run the other way; the % refers to the polarisation; also: potency is read from the fitted curve at half-maximal effect; % of control where 0% means no effect; many of its hits are not listed in these tables
Target sequence (O00255 whole entry, looked up): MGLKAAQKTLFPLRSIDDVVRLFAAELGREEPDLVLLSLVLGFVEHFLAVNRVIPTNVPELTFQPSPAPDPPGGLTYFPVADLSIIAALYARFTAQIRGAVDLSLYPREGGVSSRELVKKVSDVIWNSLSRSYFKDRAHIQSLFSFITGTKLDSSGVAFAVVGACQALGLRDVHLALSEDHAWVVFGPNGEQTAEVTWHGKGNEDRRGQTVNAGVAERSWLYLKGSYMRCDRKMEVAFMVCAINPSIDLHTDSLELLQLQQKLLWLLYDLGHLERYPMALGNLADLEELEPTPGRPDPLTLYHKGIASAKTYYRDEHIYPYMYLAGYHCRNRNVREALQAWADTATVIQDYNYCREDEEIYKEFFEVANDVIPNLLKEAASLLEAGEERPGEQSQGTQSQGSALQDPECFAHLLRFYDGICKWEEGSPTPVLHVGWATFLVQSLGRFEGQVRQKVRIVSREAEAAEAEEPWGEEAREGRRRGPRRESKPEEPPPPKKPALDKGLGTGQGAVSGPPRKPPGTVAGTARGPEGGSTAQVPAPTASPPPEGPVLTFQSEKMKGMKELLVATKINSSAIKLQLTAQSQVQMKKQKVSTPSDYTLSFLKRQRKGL
Coupling enz = qHTS Assay for Inhibitors of Fructose-1,6-bisphosphate Aldolase from Giardia Lamblia: Coupling assay counterscreen. coupling enzyme system counterscreen, AmpLite Red fluorescence. activity change, negative = inhibition, % at 58.2 µM, hits read low. 0.67% of 290,000 active. AID 2472, 2010; in the data active = activity change below about -30%; also: % is scaled to controls: 0 for no effect and ±100 for the full control effect
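First, compound is pin-transferred into glyceraldehyde-3-phosphate coupling-enzyme reagent at 57.5 uM final and held 10 min at RT. Next, substrate, coupling system and AmpLite Red are added. After 20 min RT, fluorescence (525/598 nm) is read.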
a7 integrin act = qHTS for Activators of Integrin-Mediated Alleviation for Muscular Dystrophy | 0.064% of 350,000 active | Potency, µM (top dose mostly 38.3 µM), inactives show at the highest dose activation, usual class: activators | alpha7betagal myoblasts, beta-gal FDG fluorescence, 48 h;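 also: potency is read from the fitted curve at half-maximal effect; 100% = response of the positive control SU9516; nearly all actives have a fitted effect of over 60% in size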
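alpha7betagal+/- myoblasts (passage 13, 250/well) treated 48 h at 37C with compounds at 1:260 dilution of DMSO stock. Lysed, then beta-galactosidase activity read as FDG fluorescence (ex 480/em 540) after 30 min, with pre-read for autofluorescence.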
S-ASM inh = Inhibitors of Secretory Acid Sphingomyelinase (S-ASM): qHTS | placental ASM, HMU-PC fluorogenic substrate, 60 min | Potency, µM (top dose mostly 57.5 µM), for inactives: at the highest dose activity change, negative = inhibition, usual class: inhibitors | 0.006% of 340,000 active | AID 504937, 2011; also: potency is read from the fitted curve at half-maximal effect
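qHTS format. ASM enzyme prepared from human placenta hydrolyses the fluorogenic substrate HMU-PC0 (9 uM final) over 60 min at 37 °C after a 10 min compound preincubation.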
Starred values were filed as active, the others as inactive; u = inconclusive; x = no result given; [ ] = dose if it differs, or a comment. Unless noted, calls follow the shape of the dose curve; as a rule, active = well fitted curve in the direction sought with a large enough effect; inconclusive = small, poorly fitted or top-dose-only effect, or another doubt; inactive = no such curve, though single readings can be large; an effect the other way counts as inactive or inconclusive.

SMILES	B2AR arrestin	TSG101-PTAP inh	PKM2 activator	Giardia killer	Chronic BCR inh	GALK inhibitor	Tb PFK inh	Menin MLL FP TR	Coupling enz	a7 integrin act	S-ASM inh
COC(=O)c1c(NC(=S)Nc2ccc(CC(=O)O)cc2)sc(C)c1C	0.2%	0%	-1%	3	1%	0%	13%	19%	7	10%	-23%
COc1ccc2c(c1)C(NC(C)=O)C(=O)N2CCc1ccccc1 (stereo unspecified)	0.1%	-5%	-4%	4	u	0%	-1%	-5%	-1	-13%	-2%
Clc1c(-c2nnc3n2CCC3)sc2ccccc12	-0.3%	-8%	8%	1	-15%	-4%	16%	u	1	-17%	0%
CC(Sc1nnc(-c2ccco2)n1C)C(=O)N(C)C1CCCCC1 (stereo unspecified)	0.0%	-5%	x	2	2%	x	1%	x	x	13%	11%
CNC(=O)C1CCCN1S(=O)(=O)c1ccc(OC)cc1 (stereo unspecified)	-0.1%	0%	1%	-9	5%	-2%	-6%	-3%	3	-46%[inhibitor]	2%
CCOC(=O)N1CCN(S(=O)(=O)c2cc([N+](=O)[O-])ccc2C)CC1	0.0%	0%	24%	-28	-18%	-1%	16%	0%	1	-37%	-1%
COc1ccc(CNC(=O)C(OC(=O)c2ccco2)c2ccc(OC)cc2)cc1 (stereo unspecified)	-0.5%	2%	2%	15	2%	-2%	-3%	0%	4	12%	0%
N[C@@]12CCc3nonc3[C@]1(O)CC(c1ccccc1)=[N+]2[O-]	0.4%	1%	0%	1	5%	1%	1%	5%	1	-6%	2%
CNC(=O)COC(=O)CCC(=O)c1cccs1	-1.0%	-8%	-20%	1	1%	-1%	-1%	1%	0	23%	0%
CCOC(=O)/C(C#N)=C(C)/C=C1\Sc2ccccc2N1CC	-0.5%	u	3%	-2	9%	1%	1%	0%	0	-178%[inhibitor]	-3%
Cc1nc2ccccc2n1Cc1ccccc1Br	0.5%	-1%	2%	7	-2%	-3%	0%	2%	0	-3%	0%
CCCCc1nnc(SCC(=O)Nc2nccs2)n1CC	0.4%	-3%	0%	10	9%	6%	1%	0%	-1	1%	-1%
Cc1ccc(C(=O)C2CCN(CC(=O)Nc3ccc4c(c3)OCCO4)CC2)cc1	-0.9%	-2%	-5%	-9	-4%	5%	1%	-1%	3	-30%	2%
COc1cc2c(cc1NC(=O)C(C)N1CCN(S(=O)(=O)c3ccccc3[N+](=O)[O-])CC1)oc1ccccc12 (stereo unspecified)	3.1%	1%	-16%	15	-5%	2%	1%	9%	0	12%	-2%
Cc1c(Cl)c(C(=O)NC2C3CC4CC(C3)CC2C4)nn1C (stereo unspecified)	-0.1%	-4%	-1%	-13	-12%	0%	-3%	12%	1	-33%	0%
Cc1ccc(C(C(=O)NCCc2ccccc2)N(C(=O)c2csnn2)C2CC2)cc1 (stereo unspecified)	-0.2%	-3%	x	7	-1%	-2%	0%	x	4	-166%[inhibitor]	-5%
Cc1cc(C(F)(F)F)cc(NNC(=O)NC(=O)c2ccc(Cl)cc2)n1	3.5%	1%	1%	48[activator]	3%	4%	-4%	x	3	40%	11%
COc1cc(C2CC(=O)Oc3cc4c(cc32)OCO4)cc(OC)c1OC (stereo unspecified)	-0.7%	-4%	x	-17	0%	x	-1%	21%[94.6 µM]	-1	13%	0%
Cc1nc(SCC(=O)Nc2cc(C)on2)c2c3c(sc2n1)CCCC3	-0.8%	-1%	19%	1	u	0%	0%	-21%	3	-15%	-1%
COc1ccc(CCNC(=O)c2cc(-c3ccccc3)c(N3CCOCC3)s2)c(OC)c1OC	0.3%	-11%	6%	u	13%	0%	1%	0%	5	16%	-2%
Cc1cc(Cl)ccc1OCCCC(=O)Nc1cccnc1	-0.8%	0%	14%	7	-2%	3%	-3%	7%	3	-13%	0%
CNC(=O)COC(=O)c1ccc2c(c1)S(=O)(=O)c1ccccc1C2=O	-0.2%	3%	-20%	10	1%	-1%	6%	8%	0	15%	-2%
Cc1ccc(C)c(N=C2CCCN2Cc2ccccc2)c1C#N	0.5%	0%	17%	-2	-2%	-1%	2%	7%	2	-19%	2%
COc1ccccc1CCNC(=O)c1cc(C2CC2)nc2c1cnn2C(C)C	0.1%	-3%	x	4	13%	x	-1%	x	x	15%	-1%
CCOC(=O)c1ccc(Nc2ccc(-c3ccc(OC)c(OC)c3)nn2)cc1	0.3%	-6%	1%	12	0%	6%	0%	7%	3	-10%	-3%

Sorted by the number under PKM2 activator (largest number first): some entries from above
smiles | B2AR arrestin | TSG101-PTAP inh | PKM2 activator | GALK inhibitor | Menin MLL FP TR | a7 integrin act | S-ASM inh
CCOC(=O)/C(C#N)=C(C)/C=C1\Sc2ccccc2N1CC | -0.5% | u | 3% | 1% | 0% | -178%[inhibitor] | -3%
N[C@@]12CCc3nonc3[C@]1(O)CC(c1ccccc1)=[N+]2[O-] | 0.4% | 1% | 0% | 1% | 5% | -6% | 2%
Cc1ccc(C(=O)C2CCN(CC(=O)Nc3ccc4c(c3)OCCO4)CC2)cc1 | -0.9% | -2% | -5% | 5% | -1% | -30% | 2%

Next entries follow.
SMILES	B2AR arrestin	TSG101-PTAP inh	PKM2 activator	Giardia killer	Chronic BCR inh	GALK inhibitor	Tb PFK inh	Menin MLL FP TR	Coupling enz	a7 integrin act	S-ASM inh
COc1cccc(-c2nnc(-c3ccc(C(F)(F)F)cc3)o2)c1	0.6%	-1%	-2%	-8	2%	0%	0%	-2%	0	11%	-3%
O=C1NC(=O)/C(=C\c2cn(Cc3ccccc3F)c3ccccc23)N1	0.1%	0%	-14%	-9	-11%	-1%	1%	u	1	3%	30%
COc1ccc(CCNC(=O)COC(=O)Cc2ccccc2F)cc1	0.4%	-6%	x	-2	6%	x	-1%	x	x	0%	1%
CCCOc1ccccc1N1C(=O)CC(N2CCOCC2)C1=O (stereo unspecified)	-0.9%	-3%	1%	4	-2%	0%	9%	-4%	2	-21%	0%
CCOc1ccc(CCNC(=O)CCS(=O)(=O)c2ccc(Cl)cc2)cc1OCC	0.0%	1%	-2%	-12	0%	-3%	1%	x	x	-7%	-1%
Cc1ccc(/C=N/NC(=O)c2nnn(-c3nonc3N)c2C(C)C)o1	0.3%	0%	x	2	3%	7%	0%	x	x	35%	3%
CC(CCO)Nc1nc2c(c(=O)n(C)c(=O)n2C)n1Cc1cccc(Br)c1 (stereo unspecified)	0.2%	-13%	0%	5	1%	0%	0%	-13%	-4	-12%	7%
CCCC(=O)Nc1ccccc1NC(=O)c1ccc2c(c1)OCO2	0.5%	-6%	1%	3	-4%	4%	1%	1%	0	-26%	1%
CCOC(=O)C1=C(c2cccc(F)c2)NC(=S)NC1C (stereo unspecified)	0.1%	-3%	4%	-7	5%	-1%	-2%	5%	1	1%	1%
CN1C(=O)/C(=C\c2ccccc2F)Sc2ccc(C(=O)NC3CCN(Cc4ccccc4)CC3)cc21	-1.0%	0%	x	19	u	8%	-7%	5%	-2	-62%[inhibitor]	-2%

Not all compounds are listed; rates above refer to the full screens.
